From PubChem
SW480 rerep: DNA re-replication induction in SW480 cells; SW480 DNA re-replication, Hoechst DNA content imaging, 48 h; Potency, µM (series often up to 46.1 µM), for inactives: at the top dose re-replication activation, actives largely listed as activators; hit rate 1.8% among 340,000; also: potency is read from the fitted curve at half-maximal effect; % of control where 0% means no effect; nearly all actives have a fitted effect of over 55% in size
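Quantitative HTS format with DMSO vehicle controls; 48 hr drug incubation at 37 C, then 40 min Hoechst staining and scanning imager measurement at 405 nm excitation.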
HepG2 viability: kills HepG2 cells in TGF-b inhibitor counter-screen | Potency, µM (top dose mostly 46.1 µM), without a hit: top-dose activity change, negative = cytotoxicity, hits mostly cytotoxic | HepG2 CAGA-GFP viability, ATP luminescence, 18 h | AID 588856 | hit rate 0.76% among 410,000; also: potency is read from the fitted curve at half-maximal effect; some results filed as inactive show a strong effect at the top dose
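HepG2 CAGA-GFP cells (1000/well, DMEM with 1% FBS) received compound, then TGF-beta at 500 pg/mL final, and were incubated 18 hours at 37 degrees C. Viability was read by CellTiter-Glo luminescence. Media-only wells were set as complete cell-killing and DMSO as no toxicity.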
MCF10A rerep: inducers of DNA re-replication in MCF 10A breast cells; hit rate 2.9% among 350,000; AID 624296; Potency, µM (highest dose often 46.1 µM), inactives show top-dose activity, positive = re-replication, most hits filed as activators; MCF 10A DNA re-replication, Hoechst nuclear intensity, 48 h; also: potency is read from the fitted curve at half-maximal effect; % of control where 0% means no effect; nearly all actives have a fitted effect of over 50% in size
ATXN viability: viability counter-screen for ATXN expression inhibitors | AID 651635 | hit rate 0.49% among 400,000 | S2 cells (HEK-293 line with an ATXN2-luciferase reporter) viability, CellTiter-Fluor protease fluorescence, 24 h | Potency, µM (top dose mostly 56.7 µM), most hits filed as cytotoxic; also: potency is read from the fitted curve at half-maximal effect; nearly all actives have a fitted effect of over 40% in size
IL1B secr inh: inflammasome signaling inhibition, IL-1 beta readout; THP-1 LPS/ATP IL-1B secretion, AlphaLISA, 16 h; hits give low values; activity change, % at 57.5 µM; hit rate 4.7% among 360,000; in the data active = activity change below about -50%; inconclusive = mostly about -30% to -49%; also: % is scaled to controls: 0 for no effect and ±100 for the full control effect
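THP-1 cells pretreated 1 hr with compounds (up to 57.5 uM final), then stimulated with LPS (250 ng/mL final) plus ATP (1.25 mM final); secreted IL-1B measured by AlphaLISA after 16 hr, decreased signal indicating inhibition.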
HT1080NT lethal: kills 2HG-producing HT-1080-NT fibrosarcoma cells | HT-1080-NT fibrosarcoma viability, CellTiter-Glo ATP luminescence, 48 h | hit rate 1.6% among 360,000 | Potency, µM (highest dose often 46.1 µM), for the others: at the top dose activity, negative = less viability, actives largely listed as cytotoxic;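 also: NT is the 2HG producing partner of a matched IDH1 knockdown line; potency is read from the fitted curve at half-maximal effect; 0% = DMSO-treated cells and -100% = media-only wells without cells; nearly all actives have a fitted effect of over 55% in size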
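A 48-hour cytotoxicity screen used HT-1080-NT cells plated 2 hours before compound delivery. ATP-based CellTiter-Glo luminescence measured viability, normalized to DMSO and no-cell controls.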
HT1080 IDH1KD tx: toxicity to HT-1080 IDH1 knockdown cells (counter line) | Potency, µM (series often up to 46.1 µM), without a hit: at the top dose activity, negative = toxicity, most hits filed as cytotoxic | HT-1080 IDH1 knockdown viability, ATP luminescence, 48 h | hit rate 2% among 360,000 | AID 686971;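 also: potency is read from the fitted curve at half-maximal effect; 0% = DMSO wells and -100% = cell-free medium wells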
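Cytotoxicity counter-line: IDH1KD HT-1080, 48 h, CellTiter-Glo. Curves classed by r2, magnitude and activity.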
KB-3-1 tox: KB-3-1 parental cell cytotoxicity. KB-3-1 viability, CellTiter-Glo ATP luminescence, 72 h. Potency, µM (titrated, usually from 46.1 µM), without a hit: at the top dose activity change, negative = cytotoxic, hits mostly cytotoxic. hit rate 1.4% among 400,000; also: potency is read from the fitted curve at half-maximal effect; % is scaled to controls: 0 for no effect and ±100 for the full control effect; nearly all actives have a fitted effect of over 60% in size
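Screening of KB-3-1 cells (DMEM, 10% FBS, phenol-red free) ran from lowest to highest compound concentration; after 72 h at 37 °C viability was read luminescently and curves fitted.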
ATXN2 expr inh: ATXN2 expression inhibition; HEK-293 ATXN2-luciferase reporter, luminescence, 24 h; Potency, µM (highest dose often 57 µM), inactives show at the highest dose activity change, negative = inhibition, most hits filed as inhibitors; hit rate 0.72% among 360,000; AID 1745845; also: potency is read from the fitted curve at half-maximal effect; % is scaled to controls: 0 for no effect and ±100 for the full control effect; nearly all actives have a fitted effect of over 55% in size
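ATXN2-luciferase reporter cells (luciferase flanked by upstream and downstream ATXN2 gene portions) were treated 24 h at 37 °C with compounds at up to 57 uM. SteadyGlo luminescence gave expression; GF-AFC fluorescence gave viability.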
* marks the source's active call; other numbers are inactive results; i = inactive; ? = inconclusive; nt = no result given; & = joins results of further samples; [ ] = remark or other dose. Unless noted, calls follow the shape of the dose curve; as a rule, active = well fitted curve in the direction sought with a large enough effect; inconclusive = small, poorly fitted or top-dose-only effect, or another doubt; inactive = no such curve, though single readings can be large; an effect the other way counts as inactive or inconclusive. Random draw from the library; overall some 8.9% were active at least once.

no.	molecule	SW480 rerep	HepG2 viability	MCF10A rerep	ATXN viability	IL1B secr inh
1	COc1ccc(N(CC(=O)Nc2cccc(N(C)S(C)(=O)=O)c2)S(=O)(=O)c2ccc(C)cc2)cc1	1%	-41%	?	i	8
2	Cc1cc(NC(=O)CSc2[nH]c(=O)cc(C(F)(F)F)c2C#N)no1	-16%	0%	2%	i	-20
3	COc1ccc(C(CNC(=O)c2ccc(Cl)c(NC(=O)c3cccs3)c2)N2CCCC2)cc1 (configuration not stated)	?	-8%	16%	?	?
4	COc1cccc(/C(O)=C2/C(=O)C(=O)N(c3ccccn3)C2c2ccc(OC)c(OC)c2)c1 (configuration not stated)	-6%	-8%	1%	i	-13
5	CCCC(=O)C1=C(O)C(C(=O)OC)C(C)(C)CC1=NCCc1ccccc1 (configuration not stated)	0%	-2%	3%	i	-6
6	NC(=S)NC1CC2CC1C1C=CCC21 (configuration not stated)	-3%	4%	-1%	i	18
7	Cc1ccc(Cn2nc(C)c(NC(=O)C3(C)CC3(Br)Br)c2C)cc1 (configuration not stated)	2%	-17%	2%	?	20
8	O=C(CN1CCOCC1)NN=C(c1ccccc1)c1ccccc1	-2%	-6%	12%	i	16
9	CN(Cc1nccs1)C(=O)c1ccc(OC2CCN(CCc3ccccc3)CC2)cc1	13%	-5%	?	?	-3
10	COc1ccc(NC(=O)CN(C)C(=O)C(CCSC)NC(=O)c2ccccc2)cc1 (configuration not stated)	-8%	3%	-1%	i	-14
11	CCN(c1ccccc1)S(=O)(=O)c1ccc(Cl)c(NC(=O)c2ccc(=O)[nH]n2)c1	-9%	-25%	7%	i	-21
12	CCN(CC)c1ccc(Nc2nc(N3CCOCC3)c3ccccc3n2)cc1	?	-94%	?	i	-111*
13	CCOC(=O)C1CCN(c2cc3c(cc2NC(=O)c2ccc(OC)c(OC)c2)n(C)c(=O)n3C)CC1	-3%	-9%&-18%	17%	i	9
14	Cc1cccc(C)c1-n1nnnc1C1c2ccccc2C(=O)N1CCC(C)C (configuration not stated)	nt	nt	nt	?	0
15	Cc1ccc(NC(=O)Nc2ccc3c(c2)nnn3C)cc1C	-2%	1%	2%	i	17

no.	HT1080NT lethal	HT1080 IDH1KD tx	KB-3-1 tox	ATXN2 expr inh
1	-3%	1%	1%	nt
2	4%	8%	0%	4%
3	-7%	-7%	-5%	3%
4	19%	12%	-1%	8%
5	14%	26%	9%	-17%
6	0%	1%	?	10%
7	-1%	2%	-1%	?
8	1%	6%	5%	-21%
9	0%	3%	nt	-4%
10	4%	5%	5%	-1%
11	8%	3%	11%	5%
12	11µM*	?	8.2µM*	-35%
13	1%	-1%	-6%&-1%	-3%&-8%
14	18%	17%	-6%	7%
15	9%	6%	7%	25%

An excerpt from above in order of their number in SW480 rerep, low to high:
no. | structure | SW480 rerep
11 | CCN(c1ccccc1)S(=O)(=O)c1ccc(Cl)c(NC(=O)c2ccc(=O)[nH]n2)c1 | -9%
10 | COc1ccc(NC(=O)CN(C)C(=O)C(CCSC)NC(=O)c2ccccc2)cc1 (configuration not stated) | -8%
6 | NC(=S)NC1CC2CC1C1C=CCC21 (configuration not stated) | -3%
15 | Cc1ccc(NC(=O)Nc2ccc3c(c2)nnn3C)cc1C | -2%

Other results.
no.	molecule	SW480 rerep	HepG2 viability	MCF10A rerep	ATXN viability	IL1B secr inh
16	Cc1ccc(S(=O)(=O)N2CCC(C(=O)N3CCCCCCC3)CC2)cc1	-12%	-11%	-12%	i	-9
17	CCC(C)NC(=O)CSC1=Nc2ccccc2C2=NC(CC(=O)NCc3ccccc3)C(=O)N12 (configuration not stated)	-27%	5%	10%	i	5
18	COc1cc2c(cc1NC(=O)CN(C)Cc1cccc(OC)c1OC)oc1ccccc12	?	-2%	7.3µM*	i	-14
19	CCc1ccc(N=C2N=C(N)c3ccccc32)cc1	-8%	4%	-3%	?	-15
20	Cc1ccc(NC(=O)CS(=O)CC(=O)N(CC(=O)NC2CCCC2)c2cccc(C)c2C)cc1 (configuration not stated)	-4%	9%	3%	i	-9
21	O=C(NC1CCCCC1)n1c(=O)oc2ccc(Cl)cc21	-3%	-3%	-5%	i	-5
22	COc1ccc(C)cc1NC(=O)CCS(=O)(=O)c1cc2c3c(c1)CCN3C(=O)CC2	nt	3%	nt	i	nt
23	Cc1ccccc1C(=O)Nc1ccc(N2CCN(C(=O)c3ccco3)CC2)cc1	-1%	-1%	4%	i	?
24	Cc1ccc(NC2=CC(=O)C(=O)c3ccccc32)cc1	5.8µM*	5µM*	?	?	-93*
25	CCn1c(CCNC(=O)c2ccc(OC)cc2)nnc1SCc1ccc(Cl)c(Cl)c1	-134%[inhibitor]	-5%	23%	?	-27
26	CCOC(=O)C1=CN(Cc2cccc(F)c2)S(=O)(=O)N(CC)C1c1cccc(OC)c1 (configuration not stated)	?	-3%	?	?	-3
27	CC1(C)CC(NC(=O)c2ccc3c(c2)OCO3)CC(C)(C)N1	1%	2%	-4%	i	8
28	CC(C)(C)NC(=O)COC(=O)CNC(=O)c1cc(Cl)cc([N+](=O)[O-])c1	5%	-42%	14%	i	8
29	COc1cccc(NC(=O)CC(C)S(=O)(=O)c2ccc3c(c2)NC(=O)CO3)c1 (configuration not stated)	nt	-3%	nt	i	nt
30	O=C(CNC(=O)c1sc2ccccc2c1Cl)NCc1ccc(F)cc1	-29%	-18%	-34%[inhibitor]	i	-7

no.	HT1080NT lethal	HT1080 IDH1KD tx	KB-3-1 tox	ATXN2 expr inh
16	-4%	18%	-16%	5%
17	3%	20%	13%	5%
18	-3%	-28%	0%	-12%
19	2%	5%	?	44%[activator]
20	7%	0%	13%	5%
21	16%	7%	2%	14%
22	nt	nt	11%	1%
23	14%	5%	-1%	-1%
24	10µM*	6.3µM*	?	-28%
25	0%	-19%	?	?
26	1%	2%	0%	-5%
27	1%	3%	-1%	-7%
28	2%	2%	2%	8%
29	nt	nt	-6%	-2%
30	-14%	-11%	1%	-19%

no.	molecule	SW480 rerep	HepG2 viability	MCF10A rerep	ATXN viability	IL1B secr inh
31	CCOc1cc(C)c(Cl)cc1S(=O)(=O)n1nnc2ccccc21	-10%	2%	0%	nt	14
32	Cc1ccc(-n2c(SCC(N)=O)nc3c(oc4ccccc43)c2=O)cc1	4%	-24%&-24%	2%	?	47
33	Cc1ccc(NC(=O)c2ccccc2F)cc1S(=O)(=O)N1CCCCCC1	1%	-5%	-1%	i	-14
34	O=C(O)C1CC(=O)N(CCOc2ccccc2)C1 (configuration not stated)	2%[9.22 µM]	0%	2%	i	18
35	CCCC(C)C(=O)Nc1nc(C)c(-c2csc(Nc3cc(Cl)ccc3C)n2)s1 (configuration not stated)	-3%	-17%	7%	i	44
36	Cc1ccc2nc3c(cc(S(=O)(=O)c4ccccc4)c(=N)n3Cc3ccco3)c(=O)n2c1	?	-17%	10%	i	-52*
37	O=C1NC(=S)N/C1=C/c1cccc2ccccc12	-2%	-13%	16%	i	-29
38	Cc1ccc(C(=O)Nc2sc3c(c2C(=O)NCc2ccco2)CCCC3)cc1	20%	-3%	?	i	-5
39	C#CCOCCOCCOCCNc1nc(N2CCN(C(=O)CCCCCCCCCCNC(=O)[C@H](CCCCN)n3cc(CCCC(=O)O)nn3)CC2)nc(N2CCN(C(=O)CCCCCCCCCCNC(=O)[C@@H]([C@H](C)O)n3cc(C)nn3)CC2)n1	-15%	-3%	?	i	0
40	C=CCn1cn[nH]c1=S	-4%	3%	-5%	i	26
41	COc1ccc(OC)c(N2CC(O)=C(c3nc4ccccc4s3)C2=N)c1	2%	-19%	16%	i	-28
42	COc1ccccc1CNC(=O)COC(=O)/C=C/c1cccs1	0%	2%	5%	i	0
43	Cc1ccc(NC(=O)Cn2c(=O)c(C(F)(F)F)nc3ccccc32)c(C)c1	nt	2%	nt	i	nt
44	CCC(=O)/C=C1/Sc2ccccc2N1CC	3%	7%	?	i	-2
45	COc1ccc(CCNC(=O)c2ccc3c(c2)N(Cc2ccc(F)cc2)CCS3)c(OC)c1	3%	-20%	-1%	i	-55*
46	Cn1cc(S(=O)(=O)N2CCCC2)cc1C(=O)NCc1ccccc1	-1%	-6%	5%	?	-13
47	CCOC(=O)C(CC(C)C)CP(=O)(O)CNC(=O)OCc1ccccc1 (configuration not stated)	-5%	2%	-2%	i	27
48	Cc1ccc(NC(=S)N2CCCC(CO)C2)c(C)c1 (configuration not stated)	14%	0%	-1%	i	6

no.	HT1080NT lethal	HT1080 IDH1KD tx	KB-3-1 tox	ATXN2 expr inh
31	3%	1%	4%	nt
32	-20%	-13%	-1%&0%	-8%&-33%
33	-5%	-7%	13%	-9%
34	-1%	-1%	-17%	-13%
35	-5%	-6%	?	-18%
36	18%	8%	-13%	4%[11.3 µM]
37	0%	6%	-8%	34%
38	-29%	-30%	-28%	-9%
39	2%	3%	1%	3%
40	10%	17%	1%	-13%
41	-11%	-17%	5%	3%
42	14%	7%	2%	nt
43	nt	nt	4%	11%
44	-2%	0%	-27%	3%
45	-24%	-12%	?	-13%
46	-1%	6%	24%	-11%
47	8%	24%	2%	1%
48	9%	16%	15%	12%

2 entries from above, reformatted.
No.	canonical_smiles	SW480 rerep	HepG2 viability	MCF10A rerep	ATXN viability	IL1B secr inh	HT1080NT lethal	HT1080 IDH1KD tx	KB-3-1 tox	ATXN2 expr inh
43	Cc1ccc(NC(=O)Cn2c(=O)c(C(F)(F)F)nc3ccccc32)c(C)c1	nt	2%	nt	i	nt	nt	nt	4%	11%
44	CCC(=O)/C=C1/Sc2ccccc2N1CC	3%	7%	?	i	-2	-2%	0%	-27%	3%
